# Rad51 HR inh: Rad51 (human) homologous recombination inhibition. hRad51 DNA strand exchange, fluorescence dequenching. inhibition, % at 10 µM. actives 0.085% (n = 200,000). Q06609;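 active means inhibition above 40% at the single screening dose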;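 further: 0% = DMSO control wells and 100% = blanks with heterologous ssDNA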
# Target sequence (Q06609 whole entry, looked up): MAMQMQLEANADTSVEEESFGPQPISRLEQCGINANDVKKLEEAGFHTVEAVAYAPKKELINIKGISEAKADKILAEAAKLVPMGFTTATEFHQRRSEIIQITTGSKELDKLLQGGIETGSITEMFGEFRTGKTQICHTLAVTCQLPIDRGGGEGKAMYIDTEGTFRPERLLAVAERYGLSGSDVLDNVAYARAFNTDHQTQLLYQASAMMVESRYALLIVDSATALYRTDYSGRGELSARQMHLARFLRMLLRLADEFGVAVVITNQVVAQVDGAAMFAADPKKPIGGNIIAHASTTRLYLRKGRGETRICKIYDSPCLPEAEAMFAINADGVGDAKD
#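 System: hRad51 filaments on single-stranded DNA; reagent: Fluorescein- and BHQ1-tagged 47-mer duplex; compound dosing: one concentration, 10 µM final; timing: filaments 15 min 37 °C, then compound 30 min; measured by: fluorescein emission 520 nm, excitation 485 nm; benchmarks: per-plate controls and blanks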
# Starred values were filed as active, the others as inactive. A portion of the library; the hit share may differ from the screen's.
SMILES,Rad51 HR inh
CSc1sc(C(=O)O)c2c1C(=O)CC(C)(C)C2,-1.6
Cc1ccccc1COc1ccc(/C(O)=C2/C(=O)C(=O)N(CCCn3ccnc3)C2c2ccco2)cc1 (configuration not stated),3.3
Cn1c(N)c(C(=O)CNC2CCCCC2)c(=O)n(C)c1=O,-6.9
Cc1ccc(-c2csc(NCCc3nc4cc(Cl)c(Cl)cc4n3CCCO)n2)cc1,-1.6
C#CCNC(=O)C1=C[C@@H](c2ccc(C#C)cc2)C[C@@H](OCc2ccc(CO)cc2)O1,1.0
CC(C)c1ccc(NC(=O)C(c2ccccc2)N(C)C(=O)CCc2c[nH]c3ccccc23)cc1 (configuration not stated),3.1
COc1ccc(-c2ccncc2)cc1OC,-5.3
Cc1nn(C(=O)c2ccoc2C)c(N)c1-c1ccccc1,-0.4
OC[C@@H](O)[C@@H](O[C@@H]1O[C@H](CO)[C@H](O)[C@H](O)[C@H]1O)[C@H](O)[C@@H](O)CO,-12.3
CC1(C)c2[nH]c3ccccc3c2C[C@@H]2C(=O)N(Cc3ccccc3Cl)C(=O)N21,-3.3
CCN(CC)CCCN1C(=O)C(=O)/C(=C(/O)c2ccc(Cl)cc2)C1c1ccccn1 (configuration not stated),-1.3
O=C(NCc1cc(C(F)(F)F)cc(C(F)(F)F)c1)C1CC(c2ccccc2F)=NO1 (configuration not stated),-0.7
Cc1ccc(Cn2c(C(C)Nc3nc(-c4ccc(Cl)cc4)cs3)nc3cc(C(=O)NCCCO)ccc32)cc1 (configuration not stated),-4.6
COc1cccc(-c2nn3c(-c4ccco4)nnc3s2)c1,-6.5
CC(C(=O)O)c1ccc(CC2CCCC2=O)cc1 (configuration not stated),-4.5
O=C1N[C@H](Cc2ccccc2)C(=O)N[C@H]1Cc1cn(S(=O)(=O)c2ccccc2)c2ccccc12,-3.9
Cc1ccnc(SCCn2c(Br)nc3c2c(=O)[nH]c(=O)n3C)n1,4.9
C[C@@H]1CC[C@@]2(O[C@@H](CCO)C[C@@H](O)[C@@H]2O)O1,7.8
OCCNc1nc(Nc2ccccc2Cl)nc(N2CCCC2)n1,0.5
CCOC(=O)C1=C(COCCN)NC(C)=C(C(=O)OC)C1c1ccccc1Cl (configuration not stated),-0.1
COC(=O)CN1C(=O)[C@@H]2[C@H](C1=O)[C@@H]1CC(C(=O)OC)=C[C@@H](C(=O)OC)[C@@H]3C1=C(C(=O)[C@@]3(C)NC(=O)c1ccccc1)[C@@H]2C,-8.2
COc1ccccc1CN1[C@@H](CC(=O)O)c2ccccc2S1(=O)=O,15.6
CCC/C=C1/CCCOC(C(=O)NCc2cc(C)n(C)n2)(C(F)(F)F)C1 (configuration not stated),-6.0
OCCOCCn1c(C2CCCN2c2nc(-c3ccc(F)cc3)cs2)nc2cc(C(F)(F)F)ccc21 (configuration not stated),4.5
CNC(=O)c1cc2c(cn1)[nH]c1ccccc12,3.5
O=C(c1cccc(Cl)c1)N1CCC(=O)N(C(CO)Cc2ccccc2)CC1 (configuration not stated),-6.0
O=C(Nc1cccc(-c2nnc(-c3ccccc3)o2)c1)c1ccco1,-12.8
COC(=O)C1=C(C(=O)OC)[N+]2=C3N(C(=O)NC2(C)C)[C@H](CO)C[C@@]32c3ccccc3N(Cc3ccccc3)[C@@H]12,2.8
NNC(=O)c1ccccc1CO,-1.3
CCCCN1CC[C@H]2C=CC[C@@H](C(=O)Nc3ccc(OC)cc3)[C@H]2C1=O,-0.7
COc1cc(CNC(=O)c2ccc3c(c2)S(=O)(=O)c2ccccc2C3=O)cc(OC)c1,1.6
CCCN(CCc1ccccc1)C1CCc2c(O)cccc2C1 (configuration not stated),-5.8
CC1=C(/C=C/C(C)=C/C=C/C(C)=C\C(=O)O)C(C)(C)CCC1,2.5
OCCCn1c(CCNc2nc(-c3ccc(F)cc3)cs2)nc2cc(C(F)(F)F)ccc21,-10.8
CC(C)CCNC(=O)C1CC(c2ccccc2[N+](=O)[O-])=NO1 (configuration not stated),-6.1
CN1CCN(c2nc3cc(C(F)(F)F)ccc3n3cccc23)CC1,-4.2
NCCCC[C@H]1CN=C(N)N1CC1CCCCC1,-3.0
O=C1N[C@@H](Cc2ccccc2)C(=O)N2[C@H]3Nc4ccccc4[C@@]3([C@]34C[C@H]5C(=O)N[C@@H](Cc6ccccc6)C(=O)N5[C@H]3Nc3ccccc34)C[C@@H]12,6.9
O=C1N[C@@H](Cc2cn(S(=O)(=O)c3c(F)c(F)c(F)c(F)c3F)c3ccccc23)C(=O)N[C@H]1Cc1ccccc1,2.4
COc1ccc([C@H]2/C=C\CN(C(=O)C3CCCC3)[C@@H](C)C(=O)N2Cc2ccc(F)cc2)cc1,5.9
COc1ccccc1NC(=O)CSc1ccc2nnc(-c3ccccn3)n2n1,-6.3
CCC1=C[C@H]2CN(C1)Cc1c([nH]c3ccccc13)[C@@](C(=O)OC)(c1cc3c(cc1OC)N(C)[C@H]1[C@@](O)(C(=O)OC)[C@H](OC(C)=O)[C@]4(CC)C=CCN5CC[C@]31[C@@H]54)C2,5.6
OCCNc1nc(Nc2ccccc2O)nc(N2CCCC2)n1,3.5
COc1ccc2nc(Nc3nc(CSc4nc5ccccc5s4)cc(=O)[nH]3)nc(C)c2c1,2.9
O=C(O)C1=C[C@H](c2ccc(C(F)(F)F)cc2)C[C@H](OCCCCO)O1,-3.8
Clc1nc2ccccc2cc1-c1nnn(-c2ccccc2Br)n1,-6.5
COc1ccc(NC(=O)[C@@H]2CC=C[C@@H]3CCN(Cc4ccccc4)C(=O)[C@@H]32)cc1,3.5
OCCOCCn1c(C(CO)Nc2nc(-c3ccc(F)cc3)cs2)nc2ccccc21 (configuration not stated),-4.2
Cc1nc(-c2ccc(Cl)cc2)sc1C1(C)CC(c2ccc(Br)cc2)=NO1 (configuration not stated),-6.7
COc1ccc(COC[C@H](C)[C@H](O)[C@@H](C)[C@H]2OC(=O)[C@@H]2C)cc1,-1.5

# Some values from the results shown.
# Result for `NCCCC[C@H]1CN=C(N)N1CC1CCCCC1` in Rad51 HR inh: -3.0
# Result for `COc1ccc(COC[C@H](C)[C@H](O)[C@@H](C)[C@H]2OC(=O)[C@@H]2C)cc1` in Rad51 HR inh: -1.5
# Result for `CCCN(CCc1ccccc1)C1CCc2c(O)cccc2C1` (configuration not stated) in Rad51 HR inh: -5.8
# Result for `COc1ccc(NC(=O)[C@@H]2CC=C[C@@H]3CCN(Cc4ccccc4)C(=O)[C@@H]32)cc1` in Rad51 HR inh: 3.5
# Result for `COc1ccccc1NC(=O)CSc1ccc2nnc(-c3ccccn3)n2n1` in Rad51 HR inh: -6.3

# The listing picks up; the 3 compounds before the break are reprinted first.
SMILES,Rad51 HR inh
OCCOCCn1c(C(CO)Nc2nc(-c3ccc(F)cc3)cs2)nc2ccccc21 (configuration not stated),-4.2
Cc1nc(-c2ccc(Cl)cc2)sc1C1(C)CC(c2ccc(Br)cc2)=NO1 (configuration not stated),-6.7
COc1ccc(COC[C@H](C)[C@H](O)[C@@H](C)[C@H]2OC(=O)[C@@H]2C)cc1,-1.5
Cc1ccc(C2=NOC(C)(c3nnc(-c4ccccc4)o3)C2)cc1 (configuration not stated),-10.8
COC(=O)CCC(=O)OC1(C)C(=O)C=C2C=C(C3CC3)OC=C2C1=O (configuration not stated),-10.2
CC1(c2nnc(-c3cccc(Cl)c3)o2)CC(c2ccccc2F)=NO1 (configuration not stated),-5.0
CCOC(=O)C1=C(C)NC(C)=C(C(=O)OCC)C1c1ccccc1/C=C/C(=O)OC(C)(C)C,0.8
CCOC(=O)C1=C(C)NC(=O)NC1C(C)C (configuration not stated),13.4
COc1ccc(Nc2nc(N3CCCCC3)nc(N3CCCCC3)n2)c(OC)c1,2.5
O=c1[nH]c(=S)ccn1C1OC(CO)C(O)C1O (configuration not stated),8.1
C=C1CCN([C@@H](CC(C)C)C(=O)Nc2nc3ccc(Cl)cc3s2)S(=O)(=O)c2ccccc21,-4.2
COC(=O)C1=CO[C@@H](O[C@@H]2OC(CO)[C@@H](O)[C@@H](O)[C@@H]2O)C2C1CC[C@]2(C)O (some centres not stated),0.0
COc1cc(C)nc(N2CCCC(C(=O)NC3CCC(C)CC3)C2)n1 (configuration not stated),0.9
O=c1c(O)c(-c2ccc(O)cc2)oc2cc(O)cc(O)c12,-3.5
CC(C)=CCc1c(-c2ccc(O)cc2O)oc2c3c(cc(O)c2c1=O)OC(C)(C)C=C3,-8.4
NC1C=CC=C(C(=O)O)C1 (configuration not stated),-7.3
CNC(=O)[C@@]1(Cc2ccccc2)C=C[C@@H](C)N1C(=O)OC,18.8
c1ccc(-c2ccc3ccccc3n2)cc1,-4.3
Cc1[nH]cnc1CN1CCc2c(c3ccccc3n2C)C1=O,-3.1
COC(=O)[C@H]1C[C@H]1[C@@H](NC(=O)c1cccnc1)c1ccccc1,12.2
CCCCNC(=O)c1c(CSc2ccc(Cl)cc2)noc1C(=O)NCc1ccccc1,-5.0
COCCN1C(=O)N[C@@H](c2cccs2)C(C(C)=O)=C1C,5.1
O=C(NCC1CC1)c1onc(CSc2ccccc2)c1C(=O)NCC1CC1,-1.1
O=C(NCCNCCO)C1(C(F)(F)F)C/C(=C\CCO)CCCO1 (configuration not stated),-7.2
COCOc1ccc(C=O)c(O)c1,1.8
COCCNC(=O)C1Nc2ccc(C(F)(F)F)cc2C2C=CCC12 (configuration not stated),-4.8
O=[N+]([O-])c1cc(-c2csc(NC(CO)c3nc4ccccc4n3CCOCCO)n2)ccc1Cl (configuration not stated),-2.1
Cc1cc(CNC(=O)C2(C(F)(F)F)C/C(=C\CCO)CCCO2)nn1C (configuration not stated),5.2
CCC(=O)OC1(C)C(=O)C=C2C=C(C3CC3)OC=C2C1=O (configuration not stated),5.2
Cc1csc2ncc(C(=O)NCc3ccc4c(c3)OCO4)c(=O)n12,-5.2
COc1ccc(C2=NOC(C)(c3nnc(-c4ccccc4)o3)C2)cc1 (configuration not stated),4.7
COC(=O)C1=C(C)NC(C)=C(C(=O)O[C@@H]2CCCN(Cc3ccccc3)C2)[C@@H]1c1cccc([N+](=O)[O-])c1,-3.7
CCO[C@H]1OC(C(=O)NCc2nc3ccccc3[nH]2)=C[C@@H](c2ccc(Br)cc2)[C@@H]1CCCO,-7.1
CCOc1ccc2nc(NC(=O)CSc3nnc(-c4ccncc4)n3CC3CCCO3)sc2c1 (configuration not stated),4.6
CC(=O)OC1CCC2C3CCC4=CC(=O)CCC4(C)C3CCC2(C)[C@]1(C)O (some centres not stated),-0.2
NCCN1CCN(CC(=O)N2c3ccccc3C(=O)Nc3cccnc32)CC1,-2.3
CCCCCCCCCCCCN1[C@@H](CC(=O)O)c2cc(C(F)(F)F)ccc2S1(=O)=O,-12.0
Cn1ccnc1-c1nnn(-c2ccc(Cl)c(Cl)c2)n1,0.0
CCCCCCCCN1[C@@H](CC(=O)O)c2cc(F)ccc2S1(=O)=O,-3.0
CC1(OC(=O)c2cccs2)C(=O)C=C2C=C(c3ccsc3)OC=C2C1=O (configuration not stated),-11.5
CCCCc1nc2ccccc2c(=O)n1NC(=O)c1c(O)c2cccc3c2n(c1=O)CC3,1.9
CC1CCC(NC(=O)c2ccc3c(c2)S(=O)(=O)c2ccccc2C3=O)CC1 (configuration not stated),1.9
CCCCN1C(N)=NC[C@@H]1CCCCN,-4.3
O=C(NC1CCCCC1)c1ccc2c(c1)S(=O)(=O)c1ccccc1C2=O,8.8
CC1(c2nnc(-c3cccc(Cl)c3)o2)CC(c2ccc(Cl)cc2)=NO1 (configuration not stated),-2.6
c1cc(-c2cc3cc(N4CCOCC4)ccc3o2)cs1,1.1
COC(=O)[C@@](C)(O)C1(C(=O)SC(C)(C)C)CC1,-5.0
C=C1CCN(c2ccc(C(=O)NCc3ccc(OC)cc3)cc2[N+](=O)[O-])CC1,5.0
COc1ccc(CNC(=O)C2(CC3CC(c4ccccc4)=NO3)CCN(C(=O)c3cccc(O)c3)CC2)cc1 (configuration not stated),-2.2
CC1(OC(=O)C2CCCC2)C(=O)C=C2C=C(c3ccc(C#N)cc3)OC=C2C1=O (configuration not stated),-10.9
C=CCN1c2ccccc2[C@]23C[C@@H](C(=O)OC)N(C(=O)NC4CCCC4)C2=NC(C(=O)OC)=C(C(=O)OC)[C@H]13,9.2
CC1(C)S[C@@H]2C(C(=O)OCc3ccccc3)NC(=O)N2C1C(=O)OCc1ccccc1 (some centres not stated),-16.0
CCCCN1C(N)=NC[C@@H]1CC1CCCCC1,-2.7

# Remaining list, next part:
SMILES,Rad51 HR inh
COc1ccccc1Nc1cc2cc(Br)ccc2c(=O)[nH]1,-9.0
CCOc1ccc(-c2nc3c(s2)CCc2onc(-c4ccc(OC)cc4)c2-3)cc1,-3.1
CC1(c2nnc(Cc3ccccc3)o2)CC(c2c(Cl)cccc2Cl)=NO1 (configuration not stated),-5.7
COc1cc2sc3ccc(-c4ccc5[nH]ccc5c4)cc3c(=O)c2cc1OC,-1.1
CCOC(=O)[C@@H]1[C@H]2COc3cc(OC)ccc3[C@@H]2N2C(=O)N(c3ccc(Cl)cc3)C(=O)[C@]12C,4.7
COC(=O)C1=C(C)N(CCCC(=O)O)C(=O)NC1c1ccc(Cl)cc1 (configuration not stated),0.1
CC1(C)S[C@@H]2[C@H](NC(=O)COc3ccccc3)C(=O)N2C1C(=O)OCc1ccccc1 (some centres not stated),-7.5
O=C(NCCc1nc(-c2ccccc2Cl)no1)c1ccccc1,-3.3
OCCNc1nc(Nc2ccccc2OC(F)(F)F)nc(N2CCCC2)n1,-8.8
CCO[C@H]1OC(C(=O)NCc2nc3ccccc3[nH]2)=C[C@@H](c2cn(C(C)=O)c3ccccc23)[C@@H]1CCCO,3.1
CC(C)N(C(=O)Cn1c(SCC(=O)N2CCN(c3ccccc3)CC2)nc2ccccc21)C(C)C,1.3
CC(C)(C)C(=O)NCCc1nc(-c2ccccc2)no1,-4.4

# High-throughput results deposited in PubChem by PCMD.
